Screens from PubChem.
RNase H inhibition: RNase H inhibition, HIV 1 Gag Pol polyprotein, FRET biochemical assay, screening (AID 372); inhibition, % at 10 µM, or IC50 in µM where a hit was titrated; HIV-1 RT RNase H, FRET RNA/DNA substrate fluorescence; higher % means a stronger effect; 100,000 compounds, 0.77% hits; in the data active = inhibition above about 50%
An asterisk follows results filed as active. A portion of the library; count on the stated rates, not on these rows.

molecule	RNase H inhibition
CCOC(=O)C(C)Oc1ccc2oc(C)c(C(=O)OCCOC)c2c1 (stereo not drawn)	25%
C=CCn1c(SCC(=O)c2ccccc2)nc(O)cc1=O	0%
Cc1ccc(S(=O)(=O)N2CCN(CCN3C(=O)c4cccc5cccc(c45)C3=O)CC2)cc1	4%
CC(C)(C)c1ccc(S(=O)(=O)Nc2ccc(O)c(Cl)c2)cc1	18%
CCOC(=O)c1ccc(NC(=S)NC(=O)c2ccc(OC)cc2)cc1	7%
CCOC(=O)C1=C(C)N=c2s/c(=C\c3cc(I)c(O)c(OC)c3)c(=O)n2C1c1ccc(OC)cc1 (stereo not drawn)	3%
CC(=Nc1ccccc1O)C1=C(O)CSC1=O	0%
O=C(CCN1C(=O)/C(=C/c2ccc(Cl)cc2)SC1=S)Nc1cccc(O)c1	34%
CCC(C(=O)Nc1cc(C(=O)OC)ccc1C(=O)OC)c1ccccc1 (stereo not drawn)	1%
O=C(Cc1nc2ccccc2[nH]c1=O)Nc1cccc(C(F)(F)F)c1	17%
O=C(COc1ccccc1Cl)Nc1cccc(NC(=O)c2cccc(Cl)c2)c1	38%
COc1ccc(-c2csc(/C(C#N)=C/c3ccc(O)cc3)n2)cc1	26%
COc1ccc2nc(SCC(=O)NCc3ccccc3)[nH]c2c1	8%
CCOC(=O)C1CCN(C2=NC(=O)/C(=C\c3ccc(Cl)cc3Cl)S2)CC1	3%
Cc1ccc(C(=O)Nc2ccc3c(c2)OCCO3)cc1[N+](=O)[O-]	14%
CCN1C(=O)/C(=C\c2ccc(OC(=O)c3cccs3)c(OC)c2)SC1=S	17%
O=C(Nc1ccccc1I)c1cccnc1	15%
O=[N+]([O-])c1cc(Br)ccc1C[n+]1ccccc1	0%
O=C(Nc1ccccc1)c1ccccc1N=Cc1cccc(Cl)c1	8%
CCCCCOC(=O)C1=C(C)N(C)C(=O)NC1c1ccc([N+](=O)[O-])cc1 (stereo not drawn)	3%
Cc1cccc(OCC(=O)Nc2ccc3c(c2)-c2ccccc2C3)c1	9%
Cc1ccc(C(=O)Nc2cccc(Cl)c2Cl)cc1[N+](=O)[O-]	7%
CCOc1ccccc1C1CC(=O)NC(SC)=C1C#N (stereo not drawn)	0%
O=C(Nc1ccc(Cl)cc1)Nc1ccc2c(c1)C(=O)OC2	9%
O=C1N/C(=N\N=C\c2ccccc2)S/C1=C\c1ccccc1	9%
O=[N+]([O-])c1ccccc1S(=O)(=O)NC1CCCCCC1	0%
CCOC(=O)C1=C(C)N=c2s/c(=C\c3ccc(C)cc3)c(=O)n2C1c1ccc(SC)cc1 (stereo not drawn)	16%
COCCCNC(=O)C(=O)Nc1ccc(Cl)cc1	4%
O=c1cc(-c2ccc([N+](=O)[O-])cc2)nc2c(-c3ccccc3)c(Cc3ccccc3)[nH]n12	0%
C=CCc1cc(/C=C2\C(=O)NC(=O)N(c3cccc(Cl)c3)C2=O)cc(OCC)c1O	12%
CC1(C)CC(Cc2ccccc2)(C(CO)CNCc2ccc(O)cc2)CCO1 (stereo not drawn)	20%
COC(=O)C1=C(C)NC(=S)NC1c1ccc(Cl)cc1 (stereo not drawn)	4%
CCOc1cc(/C=c2\sc3nc4c(C)cc(C)cc4n3c2=O)ccc1O	5%
CCOC(=O)c1c(NC(=O)c2cccc([N+](=O)[O-])c2)sc(C)c1-c1ccccc1	7%
COc1ccccc1C(=O)O/N=C1/CCCc2c1ccc(OC)c2[N+](=O)[O-]	10%
CCOc1cc(/C=C/c2[nH]c(=O)[nH]c(=O)c2[N+](=O)[O-])ccc1O	8%
CCOc1cc(/C=C2\C(=O)N(c3cccc(C(=O)O)c3)N=C2C)cc(Br)c1O	22%
CCOc1ccc(N(CC(=O)Nc2ccc(OC)c(OC)c2)S(=O)(=O)c2ccc(Cl)cc2)cc1	10%
CCOC(=O)c1ccccc1NS(=O)(=O)c1ccc(NC(C)=O)cc1	15%
O=c1c(-c2ccc(Cl)cc2)coc2c(CN3CCCCC3)c(O)ccc12	5%
CC(=O)c1ccc(NC(=S)NC(NC(=O)c2ccc(Br)cc2)C(Cl)(Cl)Cl)cc1 (stereo not drawn)	2%
O=C(COc1ccc2cc(Br)ccc2c1Br)NCc1ccccc1	10%
Cn1c(N2C(=O)CC(Cc3ccccc3)C2=O)nc2ccccc21 (stereo not drawn)	4%
COc1ccc(CNS(=O)(=O)c2ccc(NC(C)=O)cc2)cc1	17%
Cc1ccccc1/C=N/NC(=O)c1ccccc1	3%
COc1ccccc1C1C(C#N)=C(N)Oc2cc(N)ccc21 (stereo not drawn)	3%
Cc1cccc(NC(=O)C(=O)NCCC(C)C)c1	8%
O=C1N/C(=N/N=C/c2cccs2)SC1Cc1ccc(F)cc1 (stereo not drawn)	3%
Cc1c(C)[n+](=O)c(-c2ccc(Cl)cc2)c(C)n1[O-]	18%
O=Cc1ccc2c3c(onc13)-c1ccccc1C2=O	10%

The last 4 records of the section above are carried over, then new ones follow.
molecule	RNase H inhibition
Cc1cccc(NC(=O)C(=O)NCCC(C)C)c1	8%
O=C1N/C(=N/N=C/c2cccs2)SC1Cc1ccc(F)cc1 (stereo not drawn)	3%
Cc1c(C)[n+](=O)c(-c2ccc(Cl)cc2)c(C)n1[O-]	18%
O=Cc1ccc2c3c(onc13)-c1ccccc1C2=O	10%
COc1cccc(NC(=O)C(=O)NCc2ccccn2)c1	6%
CC(C)NC(=O)COc1ccc(/C=N/NS(=O)(=O)c2ccccc2)cc1	0%
CCc1ccc(OCC(=O)Nc2ccc(-c3nc4ccccc4s3)c(O)c2)cc1	9%
N#CCCOCc1cccc2ccccc12	28%
CCOc1ccc(C2Oc3nc(SC)nnc3-c3ccccc3N2C(=O)CC)cc1OC (stereo not drawn)	0%
CCN(CC)C(=O)C(=O)N/N=C/c1ccccc1[N+](=O)[O-]	12%
CCOc1ccc(NC(=O)Nc2nnc(CSCc3ccc(Cl)cc3Cl)s2)cc1	43%
CCC(=O)Nc1ccc(N2CCN(C(C)=O)CC2)cc1	1%
Brc1ccc(/C=N/N2CCN(c3ccccc3)CC2)s1	9%
Cc1ccc(-c2csc(-c3cc4cc(Cl)cc(Cl)c4oc3=O)n2)cc1	0%
O=C(/C=C/Nc1cccc(Cl)c1Cl)c1ccccc1	12%
Brc1cccc(/C=N\N2CCN(c3ccccc3)CC2)c1	16%
Cc1ccccc1NC(=O)/C(C#N)=C/c1ccc(-c2ccc(Cl)c([N+](=O)[O-])c2)o1	2%
C=CCOc1ccc(/C=C(\C#N)c2ccccc2)cc1Br	36%
CC1(C)CC(C)(c2ccc(O)cc2O)NC(=S)N1 (stereo not drawn)	8%
CC(=O)Oc1cccc(/C=c2/sc3nc4ccccc4n3c2=O)c1	9%
O=C1N/C(=N/N=C/c2ccco2)SC1Cc1ccc(Cl)cc1Cl (stereo not drawn)	13%
COc1ccc(N2C(=O)C(O)=C(C(=O)/C=C/c3ccccc3)C2c2ccccc2F)cc1 (stereo not drawn)	7%
FC(F)(F)c1cccc(-c2nnc3ccc4ccccc4n23)c1	1%
CCCCOc1ccc(-c2ncc(C(=O)OCC)c(N)n2)cc1	5%

5 records drawn at random from the list so far, as already listed:
molecule	RNase H inhibition
CCOc1cc(/C=C2\C(=O)N(c3cccc(C(=O)O)c3)N=C2C)cc(Br)c1O	22%
O=C1N/C(=N/N=C/c2cccs2)SC1Cc1ccc(F)cc1 (stereo not drawn)	3%
O=[N+]([O-])c1cc(Br)ccc1C[n+]1ccccc1	0%
Cc1ccc(-c2csc(-c3cc4cc(Cl)cc(Cl)c4oc3=O)n2)cc1	0%
CCOC(=O)c1ccc(NC(=S)NC(=O)c2ccc(OC)cc2)cc1	7%

The listing continues.
molecule	RNase H inhibition
Cc1ccc(OCCCCCCN2CCCCC2)cc1C	15%
Cc1ccc(NC(=O)CCC(=O)NCCO)cc1	0%
Cc1ccc(C(=O)Nc2ccc(C(N)=O)cc2)cc1C	8%
COCCNC(=O)C(=O)Nc1cc(OC)ccc1OC	9%
CCCc1ccc(OCC(=O)Nc2sc(C(=O)OCC)c(C)c2C(=O)OCC)cc1	0%
O=C(O)c1ccccc1Sc1ccccc1C(=O)O	3%
CCN(CC)CCCCCOc1ccc(C)cc1	13%
CC(=O)C1=C(O)C(=O)N(CCN2CCNCC2)C1c1ccccc1Cl (stereo not drawn)	0%
Cn1cccc1/C=C(\C(=O)c1ccccc1)c1nc2ccccc2[nH]1	0%
COc1ccc(S(=O)(=O)N2CCN(Cc3ccco3)CC2)cc1	2%
COc1cc(C(=O)Nc2ccc(Br)cc2)c([N+](=O)[O-])cc1OC	11%
CCOc1ccc2nc(SCC(=O)C(C)(C)C)[nH]c2c1	0%
COc1ccccc1NC(=O)C(=O)NCc1ccccc1	27%
CCOC(=O)C1CCN(Cc2cccnc2)CC1	2%
CCN(CC)c1ccc(/C=C2/SC(=O)N(CNc3ccc(F)cc3)C2=O)cc1	22%
Cc1ccc2oc(-c3cccc(NC(=O)COc4ccc(Cl)cc4C)c3C)nc2c1	4%
Cc1cccc(-n2ncc(Cl)c(Cl)c2=O)c1	2%
Cc1ccc(S(=O)(=O)Oc2cccc(/C=c3/sc4nc5ccccc5n4c3=O)c2)cc1	12%
Cc1cccc2c1N(C(=O)CN1C(=O)CCC1=O)C(C)(C)c1ssc(=S)c1-2	3%
CCCc1ccc(C(=O)NNC(=O)c2ccc(Cl)cc2)cc1	2%
COc1ccc(-c2noc(-c3ccco3)n2)cc1OC	0%
Cc1ccc(NCC(=O)N/N=C\c2cccc(O)c2)cc1	11%
CCOC(=O)c1ccccc1NC(=O)c1cccs1	0%
CCNC(=S)N(Cc1ccc(OC)cc1)C1CC(=O)N(c2ccc(OC)cc2)C1=O (stereo not drawn)	5%
Cc1cc(Nc2ccc(Br)cc2)c2ccc(C)c(C)c2n1	14%
COc1cc(F)ccc1S(=O)(=O)N1CCN(c2ccccc2)CC1	6%
COc1ccccc1N1CCN(/N=C2/C(=O)Nc3ccccc32)CC1	9%
CCOc1cc(/C=N/n2cnnc2)ccc1OS(=O)(=O)c1ccc(C)cc1	14%
COc1cc(C(=O)Nc2nc3ccc4ccccc4c3s2)cc(OC)c1OC	17%
CCCC1CCc2c(sc(NC(=O)/C=C\C(=O)O)c2C(N)=O)C1 (stereo not drawn)	19%
Cc1ccc(S(=O)(=O)N(CC(=O)Nc2ccccc2C(=O)O)c2cccc(C)c2)cc1	2%
N#C/C(=C/c1cccc(Cl)c1)C(=O)Nc1cccc(Br)c1	12%
CN(C)/C=C1/C(=O)N(c2nc3ccccc3s2)N=C1C(F)(F)F	24%
COc1c(Br)cc(Br)cc1/C=N\NC(=O)COc1ccc(C)cc1	5%
CCCCOC(=O)C1=C(C)N(C)C(=O)NC1c1ccc(Cl)cc1 (stereo not drawn)	6%
CC1=C(C(=O)Nc2ccc(Cl)cc2)Sc2ccccc2N1	0%
CCOC(=O)C1=C(O)/C(=C/c2ccc([N+](=O)[O-])cc2)SC1=Nc1cccc2ccccc12	4%
O=S(=O)(c1ccc2ccccc2c1)N1CCc2ccccc21	20%
O=c1c2c(nc(NCCCO)n1Cc1ccccc1)-c1ccccc1CC21CCCC1	11%
O=C(Nc1c[nH]c(=O)[nH]c1=O)c1ccc2c(c1)C(=O)N(c1ccc([N+](=O)[O-])cc1)C2=O	14%
C/C(=N\Nc1nc(-c2ccc(C)cc2)nc2ccccc12)c1ccc([N+](=O)[O-])cc1	15%
Cc1ccccc1N/C=C\C(=O)c1ccc([N+](=O)[O-])cc1	0%
COc1ccc(N2C(=O)C3C4c5ccccc5C(C(C)=O)(c5ccccc54)C3C2=O)cc1 (stereo not drawn)	8%
O=S(=O)([N-]c1nc2ccccc2nc1-[n+]1ccccc1)c1ccc(Cl)cc1	25%
Cc1ccc(OCCOCCNCCN)c(Cl)c1	3%
O=C(Nc1ccccc1Cl)c1cc2cc(Br)cc(Br)c2oc1=O	3%
CC1=C(C(=O)OCCOc2ccccc2)C(c2cccc(Cl)c2Cl)C2=C(CC(c3ccc(Cl)cc3)CC2=O)N1 (stereo not drawn)	0%
CCc1cccc(NC2(c3ccccc3)C(=O)c3ccccc3C2=O)c1	5%
O=C1CC(c2ccccc2)c2c(ccc3ccccc23)O1 (stereo not drawn)	39%
O=[N+]([O-])c1ccc2c(c1)c1ccccc1n2CO	2%

The listing continues:
molecule	RNase H inhibition
CCC1(CC(C)(C)c2ccccc2)OCC(C)O1 (stereo not drawn)	11%
COc1cccc(NC(=O)C(=O)NCCCN2CCOCC2)c1	8%
CCOc1cc(CN2CCN(c3ccc(C(C)=O)cc3)CC2)ccc1O	16%
O=C(Nc1ccc(OCc2ccccc2)cc1)c1ccc(I)cc1	16%
NC(=O)c1ccccc1N=Cc1ccco1	11%
O=C1NC(=S)S/C1=C\c1ccccc1OS(=O)(=O)c1ccc2ccccc2c1	11%
O=C1CCCC2=C1C(c1ccco1)Nc1ccccc1N2 (stereo not drawn)	1%
Cn1c2ccccc2c2nnc(SCc3ccccc3Cl)nc21	26%
O=C(NC(=S)Nc1cc(Cl)cc(Cl)c1)c1ccco1	14%
COC(=O)Cn1cc(/C=C2/SC(=O)NC2=O)c2ccccc21	0%
COc1ccc(-c2nc3cc(N)ccc3o2)cc1OC	0%
CCOc1ccc(Oc2cc(NC(=O)c3ccco3)cc([N+](=O)[O-])c2)cc1	12%
